HT1080-NT tox = kills 2HG-producing HT-1080-NT fibrosarcoma cells; HT-1080-NT fibrosarcoma viability, CellTiter-Glo ATP luminescence, 48 h; Potency, µM (top dose mostly 46.1 µM), inactives show at the top dose activity, negative = less viability, actives largely listed as cytotoxic; hit rate 1.6% among 360,000; AID 686970;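 note: NT is the 2HG producing partner of a matched IDH1 knockdown line; potency is the fitted concentration of half-maximal effect; 0% = DMSO-treated cells and -100% = media-only wells without cells; nearly all actives have a fitted effect of over 55% in size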
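Luminescent CellTiter-Glo readout after 48 hours of compound exposure at 37 degrees C defined viability of HT-1080-NT cells. Activity was normalized to DMSO wells and cell-free media wells; concentration-response curves were fitted and assigned curve classes.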
KB-3-1 tox = KB-3-1 parental cell cytotoxicity | KB-3-1 viability, CellTiter-Glo ATP luminescence, 72 h | hit rate 1.4% among 400,000 | Potency, µM (top dose mostly 46.1 µM), without a hit: at the top dose activity change, negative = cytotoxic, most hits filed as cytotoxic; note: potency is the fitted concentration of half-maximal effect; % is set by controls: 0 for no effect and ±100 for the full control effect; nearly all actives have a fitted effect of over 60% in size
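Screening of KB-3-1 cells (DMEM, 10% FBS, phenol-red free) ran from lowest to highest compound concentration; after 72 h at 37 °C viability was read luminescently and curves fitted.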
HepG2 viability = kills HepG2 cells in TGF-b inhibitor counter-screen; HepG2 CAGA-GFP viability, ATP luminescence, 18 h; Potency, µM (top dose mostly 46.1 µM), for inactives: top-dose activity change, negative = cytotoxicity, most hits filed as cytotoxic; hit rate 0.76% among 410,000; AID 588856; note: potency is the fitted concentration of half-maximal effect; some results filed as inactive show a strong effect at the top dose
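CellTiter-Glo luminescence gave cytotoxicity after 18 hours at 37 degrees C. The cells were HepG2 CAGA-GFP in 1% FBS DMEM, stimulated with 500 pg/mL TGF-beta after compound addition. %Activity was normalised to no-cell wells (complete cell-killing) and DMSO (no toxicity), and curves were fitted and classified.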
HT1080 IDH1KD tx = kills HT-1080 cells with IDH1 knockdown; Potency, µM (top dose mostly 46.1 µM), without a hit: at the top dose activity, negative = toxicity, actives largely listed as cytotoxic; hit rate 2% among 360,000; HT-1080 IDH1 knockdown viability, ATP luminescence, 48 h;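 note: potency is the fitted concentration of half-maximal effect; 0% = DMSO wells and -100% = cell-free medium wells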
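% activity derives from luminescence (CellTiter-Glo), normalised to DMSO and no-cell wells. HT-1080-IDH1KD cells, 750/well, had 48 h compound exposure at 37 °C.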
ATXN2 expr inh = ATXN2 expression inhibition; HEK-293 ATXN2-luciferase reporter, luminescence, 24 h; Potency, µM (doses to about 57 µM), inactives show at the highest dose activity change, negative = inhibition, hits mostly inhibitors; hit rate 0.72% among 360,000; note: potency is the fitted concentration of half-maximal effect; % is set by controls: 0 for no effect and ±100 for the full control effect; nearly all actives have a fitted effect of over 55% in size
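ATXN2-luciferase reporter cells (luciferase flanked by upstream and downstream ATXN2 gene portions) were treated 24 h at 37 °C with compounds at up to 57 uM. SteadyGlo luminescence gave expression; GF-AFC fluorescence gave viability.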
S2 tox = reduces viability in counter-screen for ATXN expression inhibitors; S2 cells (HEK-293 line with an ATXN2-luciferase reporter) viability, CellTiter-Fluor protease fluorescence, 24 h; Potency, µM (highest dose often 56.7 µM), actives largely listed as cytotoxic; hit rate 0.49% among 400,000; note: potency is the fitted concentration of half-maximal effect; nearly all actives have a fitted effect of over 40% in size
MCF10A rereplic = inducers of DNA re-replication in MCF 10A breast cells; AID 624296; hit rate 2.9% among 350,000; MCF 10A DNA re-replication, Hoechst nuclear intensity, 48 h; Potency, µM (top dose mostly 46.1 µM), for the others: at the highest dose activity, positive = re-replication, usual class: activators; note: potency is the fitted concentration of half-maximal effect; % of control where 0% means no effect; nearly all actives have a fitted effect of over 50% in size
IL1B secr inh = blocks inflammasome-driven IL-1 beta release | THP-1 LPS/ATP IL-1B secretion, AlphaLISA, 16 h; hits give low values | activity change, % at 57.5 µM | hit rate 4.7% among 360,000; in the data active = activity change below about -50%; inconclusive = mostly about -30% to -49%; note: % is set by controls: 0 for no effect and ±100 for the full control effect
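THP-1 cells pretreated 1 hr with compounds (up to 57.5 uM final), then stimulated with LPS (250 ng/mL final) plus ATP (1.25 mM final); secreted IL-1B measured by AlphaLISA after 16 hr, decreased signal indicating inhibition.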
SW480 rerep = inducers of DNA re-replication in SW480 colon cancer cells. SW480 DNA re-replication, Hoechst DNA content imaging, 48 h. Potency, µM (doses to about 46.1 µM), inactives show at the top dose re-replication activation, actives largely listed as activators. AID 624297. hit rate 1.8% among 340,000; note: potency is the fitted concentration of half-maximal effect; % of control where 0% means no effect; nearly all actives have a fitted effect of over 55% in size
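First, 250 cells per well were seeded. Next, compound or vehicle (23 nL) was pinned in, plates sat 48 hr at 37 C. Finally Hoechst was added for 40 min before fluorescence scanning.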
The depositor's hits bear a star; i = inactive; ? = inconclusive; / = no result given; [ ] = remark or other dose. Unless noted, calls come from the whole dose curve; as a rule, active = well fitted curve in the direction sought with a large enough effect; inconclusive = small, poorly fitted or top-dose-only effect, or another doubt; inactive = no such curve, though single readings can be large; an effect the other way counts as inactive or inconclusive.

SMILES	HT1080-NT tox	KB-3-1 tox	HepG2 viability	HT1080 IDH1KD tx	ATXN2 expr inh	S2 tox	MCF10A rereplic	IL1B secr inh	SW480 rerep
CCC(=O)NC(NCC1CCCO1)C(Cl)(Cl)Cl (stereo unspecified)	24%	-4%	13%	23%	3%	i	3%	10	-5%
CCC(=O)Nc1ccc(NC(=O)CSc2nnnn2C2CCCC2)cc1C	5%	19%	3%	7%	8%	i	-13%	11	-3%
COc1ccc(CC(=O)NCC(c2cccs2)S(=O)(=O)c2ccc(C)cc2)cc1 (stereo unspecified)	/	-14%	-15%	/	4%	i	/	/	/
Cc1ccc2[nH]c3c(c2c1)CCCC3=O	-7%	1.8µM*	-17%	-6%	63%[activator]	?	-4%	0	4%
COc1ccccc1CNc1nc(NCc2ccc(C)cc2C)c2sccc2n1	?	-7%	-112%	?	?	?	/	-80*	/
COc1ccc(CCNC(=O)C(=O)NCC(c2ccc3c(c2)OCO3)N2CCOCC2)cc1 (stereo unspecified)	/	-4%	-32%	/	-2%	i	/	/	/
CCN(CC)S(=O)(=O)c1ccc2c(c1)c(=O)c(C(=O)N1CCN(c3cc(Cl)ccc3C)CC1)cn2C	/	-1%	-5%	/	4%	i	/	/	/
O=C1N(c2ccccc2)C(c2ccc(Cl)cc2)N2CCCN12 (stereo unspecified)	5%	-4%	0%	0%	5%	i	2%	i	-4%
O=C(CNC(=O)c1cccs1)OCc1ccc(Cl)cc1	5%	-2%	8%	26%	0%	i	-35%[inhibitor]	9	-67%[inhibitor]
COc1ccc(N2CC(NC(=O)C3CCCCC3)CC2=O)cc1OC (stereo unspecified)	/	16%	-2%	/	2%	i	/	/	/
Cc1ccc2c(C)nc(Nc3ncc4c(n3)CCCC4=O)nc2c1	-1%	3%	1%	-2%	/	/	-4%	-7	-12%
CC(=O)Nc1cccc(C(=O)/C=C/c2cccs2)c1	2%	-5%	-12%	-1%	55%[activator]	?	?	-105*	?

3 records picked at random from the list so far, as already listed:
SMILES	HT1080-NT tox	KB-3-1 tox	HepG2 viability	HT1080 IDH1KD tx	ATXN2 expr inh	S2 tox	MCF10A rereplic	IL1B secr inh	SW480 rerep
CCC(=O)Nc1ccc(NC(=O)CSc2nnnn2C2CCCC2)cc1C	5%	19%	3%	7%	8%	i	-13%	11	-3%
CCN(CC)S(=O)(=O)c1ccc2c(c1)c(=O)c(C(=O)N1CCN(c3cc(Cl)ccc3C)CC1)cn2C	/	-1%	-5%	/	4%	i	/	/	/
O=C(CNC(=O)c1cccs1)OCc1ccc(Cl)cc1	5%	-2%	8%	26%	0%	i	-35%[inhibitor]	9	-67%[inhibitor]

Continuation:
SMILES	HT1080-NT tox	KB-3-1 tox	HepG2 viability	HT1080 IDH1KD tx	ATXN2 expr inh	S2 tox	MCF10A rereplic	IL1B secr inh	SW480 rerep
CC1(C(=O)NCCc2c[nH]c3ccccc23)CCN1CC1CCCCC1 (stereo unspecified)	6%	0%	-44%	6%	0%	?	/	2	/
CCOc1ccccc1NC(=O)Cc1ccccc1OC	-5%	5%	5%	-3%	-14%	i	-2%	5	-1%
N#Cc1c(-c2ccc(Cl)cc2)cc(-c2ccccc2)nc1SCC(=O)O	-13%	-2%	-67%	0%	/	?	1%	22	-5%
CCn1c(SCC(=O)Nc2ccc(F)cc2F)nc2c(c1=O)SCC2	-5%	0%	2%	-8%	-7%	i	-2%	5	-4%
CCOC(=O)c1ccc(NC(=O)C2CCC(CNc3c(N4CCOCC4)c(=O)c3=O)CC2)cc1 (stereo unspecified)	9%	31%	3%	6%	0%	i	-9%	-9	-7%
Cc1nc2c(C(=O)NCCC3=CCCCC3)c[nH]n2c(=O)c1Cl	-1%	-3%	-6%	13%	6%	i	?	-16	-6%
O=C1Nc2ccc(C(=O)O)c(O)c2C1=O	21%	?	23%	22%	11%	?	-38%[inhibitor]	20	-9%
CCOC(=O)Cn1c(=O)oc2cc(S(=O)(=O)N(CCN(C)C)Cc3ccccc3)ccc21	-2%	3%	-4%	-21%	-2%	i	5%	0	-9%
Cc1cc(C)n2nnnc2c1C#N	3%	-6%	5%	12%	6%	i	1%	1	2%
Cc1ccc(CNC(=O)C(=O)NCC2CCCN2S(=O)(=O)c2cccs2)cc1 (stereo unspecified)	7%	4%	-2%	22%	-1%	i	6%	0	-1%
CC(C)NC(=O)C1(C)CCN1C(=O)C(c1ccccc1)c1ccccc1 (stereo unspecified)	29%	0%	0%	-3%	11%	i	/	17	/
O=C(O)C1C2CCC(O2)C1C(=O)NCCC1=CCCCC1 (stereo unspecified)	5%	-28%	37%	-1%	1%	i	5%	18	?
CC(OC(=O)CCCc1nc2ccccc2s1)C(N)=O (stereo unspecified)	16%	2%	-22%	11%	-14%	i	0%	8	-1%
Cc1cc(NC(=O)C2C3C(=O)N(CC4CCCO4)C(C(=O)NC(C)(C)C)C34C=CC2(C)O4)no1 (stereo unspecified)	4%	6%	6%	3%	-2%	i	-1%	16	-1%
Cc1ccccc1CNS(=O)(=O)c1ccc2c(c1)OCCO2	-4%	-10%	8%	-8%	-8%	i	-11%	-20	-13%
CC1=Nc2ccccc2/C1=C/c1sc(=O)n(CC(=O)N2CCCC2)c1O	-18%	0%	-38%	-14%	-5%	?	10%	?	-11%
Cc1ccc(S(=O)(=O)N2C(=O)C(C)SC2=Nc2ccccc2)cc1 (stereo unspecified)	-1%	-1%	11%	15%	0%	i	3%	24	15%
O=C(CSc1nnnn1-c1ccc(O)cc1)c1cc2ccccc2o1	2%	0%	-33%	-3%	/	i	-3%	5	2%
O=S(=O)(c1cc(Cl)ccc1Cl)N1CCC2(CC1)OCCO2	-8%	9%	-6%	0%	-4%	i	-2%	32	-7%
Clc1ccc(-n2nnnc2-c2cnc3ccc(Cl)cc3c2-c2ccccc2)cc1	8%	?	5%	9%	-36%	?	?	-14	?
COc1ccc(N2C(=O)C(Cl)=C(N(CCO)Cc3ccccc3)C2=O)cc1	10%	5%	-3%	8%	13%	i	1%	15	-17%
CCN(CC)S(=O)(=O)c1ccc(C)c(NC(=O)COC(=O)CN2C(=O)NC(C)(C)C2=O)c1	-2%	18%	-42%	1%	-2%	i	1%	3	-12%
COc1ccc(/C(O)=C2/C(=O)C(=O)N(c3ncccn3)C2c2ccc(F)cc2)cc1 (stereo unspecified)	0%	18%	16%	4%	30%	?	5%	2	-3%
COC(=O)c1cc(NC(=O)Cc2ccc(OC)c(OC)c2)cc(C(=O)OC)c1	11%	27%	-14%	18%	-4%	i	?	-21	0%[9.22 µM]
COc1cccc(CN2C[C@]34C=C[C@@H](C[C@@H]3S2(=O)=O)O4)c1	2%	15%	-5%	4%	8%	i	-4%	1	-25%
O=C(CSc1ncccn1)NCCc1ccccc1	-1%	7%	3%	17%	8%	?	16%	-1	-3%
COc1ccc(S(=O)(=O)Nc2ccc3cn[nH]c3c2)cc1C	-28%	-5%	-6%	-29%	-21%	i	2%	26	-1%
Cc1cc(C(F)F)nn1CC(=O)NCc1ccc(Cl)cc1Cl	-4%	-1%	-35%	-9%	1%	i	0%	-27	-4%
C#CCNC(=O)C1=C[C@H](c2ccc3c(c2)OCO3)C[C@H](OCCCCO)O1	11%	-3%	1%	8%	9%	i	-1%	-10	-1%
O=C(NCCCN1CCOCC1)c1ccccc1N1C(=O)[C@@H]2Cc3c([nH]c4ccccc34)C(c3ccc(F)cc3)N2C1=O (stereo partly specified)	-19%	0%	-32%	-17%	-9%	i	-13%	-6	-2%
CCCC1=NN2C(=N)/C(=C\c3ccc(OCCOc4ccc(NC(C)=O)cc4)c(OC)c3)C(=O)N=C2S1	-7%	3%	5%	-5%	-2%	i	-4%	22	-2%
CC(OC(=O)Cn1[nH]c(=O)c2ccccc2c1=O)C(=O)Nc1ccccc1[N+](=O)[O-] (stereo unspecified)	13%	6%	-7%	11%	9%	i	0%	-1	0%
CCCN(C)C[C@@H]1OCc2cnnn2CCCC(=O)N([C@H](C)CO)C[C@H]1C	-5%	-6%	-11%	-1%	-2%	i	/	-3	/
Cc1cc2oc(=O)cc(CN3CCN(S(=O)(=O)c4ccc5c(c4)OCCO5)CC3)c2cc1C	-8%	-2%	-1%	-4%	-34%	i	1%	-16	-2%
COc1ccc(NC(=O)C(CC(C)C)NC(=O)C2CCC(C)CC2)c(OC)c1 (stereo unspecified)	-7%	-22%	-17%	-2%	1%	i	14%	?	?
CCCCCCC1(C)NC(=O)N(C(C)C(=O)Nc2ccc(N3CCOCC3)cc2)C1=O (stereo unspecified)	-2%	3%	42%	8%	/	i	-2%	4	3%
COc1ccc(N(C)S(=O)(=O)c2cccc(C(=O)Nc3nc(C)cs3)c2)cc1	5%	-7%	-18%	3%	-11%	i	4%	0	-2%
CC(C)(C)c1cc(C(F)(F)F)n2ncc(-c3ccccc3)c2n1	-22%	-23%	3%	-11%	29%	i	-15%	35	?
Cc1ccc(NC(NC(=O)c2cccnc2)C(Cl)(Cl)Cl)cc1 (stereo unspecified)	-2%	-1%	-20%	-6%	-22%	i	20%	6	2%
COc1ccc(N2CCN(CCCNC(=O)C3(S(=O)(=O)c4ccc(Cl)cc4)CC3)CC2)cc1	2%	1%	-1%	5%	1%	i	8%	0	-3%
COC(=O)C1=C(C)N(Cc2ccccc2)C(=S)N[C@H]1c1cccc(F)c1	-7%	0%	11%	1%	0%	?	0%	-6	2%
CC(=O)c1ccc(OCCCC(=O)Nc2nnc(C3CC3)s2)cc1	1%	9%	2%	18%	8%	i	0%	23	-9%
COc1ccc(CN2C(=O)c3ccccc3C2c2nnnn2Cc2ccccc2)cc1 (stereo unspecified)	8%	9%	/	10%	4%	i	/	91	/
N#C/C(=C\c1c(N2CCN(Cc3ccccc3)CC2)nc2ccccn2c1=O)S(=O)(=O)c1ccccc1	-2%	-11%	-12%	-5%	5%	i	4%	45	-5%
